Screens: PubChem, several laboratories
NadD block – inhibitors of Staphylococcus aureus NadD | purified NadD enzyme, colorimetric absorbance read-out | inhibition, % at 20 µM | 0.78% of 360,000 active | AID 602399; in the data active means inhibition above about 26%; further: some compounds past the cut are filed as inactive
STEP inh – blocks human striatal-enriched tyrosine phosphatase | P54829 | recombinant STEP, OMFP fluorogenic substrate, fluorescence | inhibition, % at 20 µM | 0.25% of 360,000 active;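 active means inhibition at 20 µM, scaled per plate between control wells, above about 37%, limit read from the data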;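 further: 0% = DMSO with enzyme and substrate and 100% = substrate only without enzyme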
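Test system: STEP tyrosine phosphatase / Reagent: OMFP at 25 µM / Doses: 20 µM, 1% DMSO / Read-out: percent inhibition scaled to no-enzyme and uninhibited-enzyme controls, plate-pattern corrected / Detection: FITC-channel fluorescence of OMFP product / Medium: Bis-Tris buffer pH 6.0, 2.5 mM DTT, 0.005% Tween 20 / Schedule: 20 min at room temperature, dark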
CSN deneddyl inh – CSN deneddylation inhibition | Q92905 | Purified CSN, SCF-Nedd8-OG deneddylation, fluorescence polarization | inhibition, % at 12.5 µM | 0.38% of 360,000 active | AID 651999;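 active means pattern-corrected inhibition above about 35%, with an unprinted fluorescence ratio check between 0.5 and 1.5, limit read from the data, passing the limit was not always enough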;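 further: 0% = enzyme with substrate and 100% = substrate without enzyme; some results filed as inactive read as strong as hits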
Target sequence (Q92905 whole entry, looked up, one chain of several): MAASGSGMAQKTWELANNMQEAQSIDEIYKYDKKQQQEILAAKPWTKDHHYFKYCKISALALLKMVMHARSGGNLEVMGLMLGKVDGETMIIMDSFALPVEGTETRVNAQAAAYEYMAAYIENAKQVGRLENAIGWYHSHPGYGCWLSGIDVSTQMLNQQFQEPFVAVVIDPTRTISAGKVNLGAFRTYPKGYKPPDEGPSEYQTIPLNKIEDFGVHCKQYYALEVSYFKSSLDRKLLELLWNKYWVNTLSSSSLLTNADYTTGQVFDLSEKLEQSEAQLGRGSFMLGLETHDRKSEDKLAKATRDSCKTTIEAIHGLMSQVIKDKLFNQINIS
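Test system: Human Csn5 produced in HEK293T cells | Compound: 12.5 µM single point | Times: 90 min, room temperature | Signal: Fluorescence polarization readout | Read-out basis: % inhibition of substrate cleavage by Csn5 | Controls: no-enzyme wells high, enzyme-with-substrate wells low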
Scp-1 inhibitor – Scp-1 (human) phosphatase inhibition; Q9GZU7; Recombinant Scp1, phosphopeptide, malachite green phosphate absorbance; inhibition, % at 20 µM; 0.88% of 340,000 active; AID 493091;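 active means inhibition above about 50% at 20 µM, limit read from the data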;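 further: plate controls were DMSO wells with enzyme for no effect and wells lacking enzyme for full effect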
Target sequence (Q9GZU7 76-261 limits assumed): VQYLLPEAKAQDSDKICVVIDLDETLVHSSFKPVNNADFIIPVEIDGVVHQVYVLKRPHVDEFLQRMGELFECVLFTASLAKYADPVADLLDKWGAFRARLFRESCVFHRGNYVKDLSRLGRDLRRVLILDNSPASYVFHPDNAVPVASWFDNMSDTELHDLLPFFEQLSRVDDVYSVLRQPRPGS
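Test system: SCP-1 phosphatase catalytic domain, residues 76-261; measured by: colorimetric phosphate reagent with accelerator and stabiliser, absorbance at 630 nm; timing: enzyme reaction 45 min at room temperature, colour 5 min, stabilisation 30 min; also added: Phosphorylated 17-residue peptide substrate; compound dosing: one concentration, 20 µM, with 1.0% DMSO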
TbMetRS inhib – Trypanosoma brucei MetRS inhibition. purified T. brucei MetRS, ATP depletion, Kinase-Glo luminescence. AID 624268. 0.4% of 360,000 active. inhibition, % at 11.9 µM;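 active means inhibition above a per-plate cutoff of the control wells' mean inhibition plus 3 SD, cut at about 5.5% in these data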;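 further: 0% = DMSO wells median and 100% = median of wells with control inhibitor compound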
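technique = Kinase-Glo luminescence, ATP depletion format | system = purified MetRS (methionyl-tRNA synthetase) enzyme from Trypanosoma brucei | timing = 15 min preincubation, 2 h reaction, all 25 °C | evaluation = percent inhibition versus plate control medians | dosing = single dose, 11.9 µM final nominal, 0.9% final DMSO | also added = substrates ATP, L-methionine and bulk Escherichia coli tRNA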
Rpn11 block – Rpn11 (human) deubiquitinase inhibition; O00487; human 26S proteasome, Ub4-pepOG fluorescence polarization; 20S core pre-blocked with epoxomicin; calls only at 20 µM; 0.59% of 360,000 active;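 active means inhibition at 20 µM, scaled to each plate's controls, above about 33%, limit read from the data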
Target sequence (O00487 whole entry, looked up): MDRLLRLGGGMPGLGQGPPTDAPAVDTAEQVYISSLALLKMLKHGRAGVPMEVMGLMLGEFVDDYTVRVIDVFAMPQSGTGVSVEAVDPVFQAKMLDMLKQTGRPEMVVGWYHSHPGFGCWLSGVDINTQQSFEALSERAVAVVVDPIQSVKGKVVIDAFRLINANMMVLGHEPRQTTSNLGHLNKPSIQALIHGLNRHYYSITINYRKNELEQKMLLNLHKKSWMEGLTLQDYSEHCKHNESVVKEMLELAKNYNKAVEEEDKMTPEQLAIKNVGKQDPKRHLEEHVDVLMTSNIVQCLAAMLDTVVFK
SUMO1-SIM PPI – SUMO1-SIM interaction modulation | SUMO1 binding to a labelled peptide, TR-FRET, 1 h | inhibition, % at 20 µM | 0.33% of 360,000 active | AID 602429; in the data active means inhibition above about 37%
Target sequence (P63165 whole entry, looked up): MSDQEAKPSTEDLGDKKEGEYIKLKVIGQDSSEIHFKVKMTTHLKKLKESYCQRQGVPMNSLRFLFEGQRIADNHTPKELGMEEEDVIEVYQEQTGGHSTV
MsrA inhibitor – inhibits bovine methionine sulfoxide reductase A | inhibition, % at 15.5 µM | AID 651718 | 0.75% of 360,000 active | purified bovine MsrA, absorbance read-out; in the data active means inhibition above about 4.5%;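 further: 0% = vehicle wells with enzyme and 100% = reference inhibitor wells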
LMPTP block – blocks human LMPTP phosphatase; P24666; recombinant LMPTP-A, OMFP fluorogenic substrate, fluorescence intensity; inhibition, % at 20 µM; 0.22% of 360,000 active;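 active means compounds that cut the enzyme signal by at least half of the control window in the single-dose screen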;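 further: plate controls were DMSO wells with enzyme plus substrate for no effect and substrate without enzyme for full effect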
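Buffer or medium: Bis-Tris pH 6.0, DTT, detergent; Assay system: LMPTP-A enzyme; Quantity: 0.625 nM enzyme; Detection: endpoint fluorescence intensity; Times: 50 min dark incubation at room temperature; Controls: substrate-only low control, DMSO enzyme-plus-substrate high control; Doses: single 20 µM dose; Read-out: percent inhibition versus substrate-only and uninhibited controls; Reagent: 400 µM OMFP.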
DNMT1 inh – blocks human DNA methyltransferase DNMT1; P26358; inhibition (reported as % activation of signal), % at 10 µM; DNMT1 molecular beacon, Hinp1I cleavage, fluorescence; 0.83% of 360,000 active; in the data active means inhibition above about 50%
* hit, by the source's call; i = inactive; . = not tested or not shown. No enrichment for hits; overall some 3.9% were active at least once.

SMILES	NadD block	STEP inh	CSN deneddyl inh	Scp-1 inhibitor	TbMetRS inhib	Rpn11 block	SUMO1-SIM PPI	MsrA inhibitor	LMPTP block	DNMT1 inh
CCc1ccc(C(C)NC(=O)c2ccc(F)cc2)cc1 (configuration not stated)	-8	1	-6	-6	-2.7	i	3	-0.1	1.5	-1
CC(C)(C)OC(=O)N(Cc1ccccc1)Cc1ccccc1OCc1cccc(NC(=O)C2CC2)c1	-1	-1	-1	-12	-0.3	i	5	0.5	4.9	-8
CSC1=NCCN1C(=O)c1ccc(C)cc1	1	3	11	-12	0.7	i	0	-1.3	-2.4	0
COc1cccc(CN2CCN(Cc3cc4ccccc4[nH]3)CC2CCO)c1 (configuration not stated)	-11	-4	0	-2	1.7	i	-4	0.0	-2.5	-10
CC(C)(CC(=O)OCC(=O)Nc1ccccc1F)CC1=NS(=O)(=O)c2ccccc2N1	-10	-1	0	-6	-0.8	i	1	0.1	-0.5	3
CC(NC(=O)c1cc(-c2ccncc2)nc2ccc(Br)cc12)C1CCCO1 (configuration not stated)	3	-3	2	-2	-0.4	i	-10	1.4	-0.5	-3
Cc1cc2ccccn2c1C(=O)c1ccccc1Br	0	-1	-4	-12	0.3	i	-22	0.5	1.8	0
C=C(C)Cn1c(CCCNC(=O)C(C)(C)C)nc2ccccc21	-3	-1	1	-8	0.0	i	-2	0.3	1.5	1
CCCCSc1cc(C)nc2ncnn12	0	1	-5	-8	0.5	i	4	-0.4	-1.4	1
Clc1nc(NC2CCCCC2)c2cn[nH]c2n1	1	0	-3	-4	0.1	i	0	-0.3	-2.5	2
O=C(O)CSCC(=O)N1CCCN(c2nccc(C(F)(F)F)n2)CC1	-8	-2	2	-10	-0.8	i	-2	0.0	-1.6	4
CC1CC(C)CN(CCCNC(=O)c2csc3c2CCCC3)C1 (configuration not stated)	-1	0	-2	2	-0.8	i	0	-0.2	-0.8	3
CC1CCCN(S(=O)(=O)c2ccc(C(=O)Nc3sc4c(c3C(N)=O)CCN(C)C4)cc2)C1 (configuration not stated)	3	0	13	3	-1.4	i	2	-0.3	0.1	11
COc1ccc(C(=O)Nc2cccc(-c3ccc4nncn4n3)c2)cc1	-2	-1	6	-6	0.1	i	-14	-0.2	0.6	-3
CSc1ccccc1C(=O)C1CCCN(C(=O)c2cncs2)C1 (configuration not stated)	-5	2	-1	-9	-0.1	i	1	-0.3	-0.5	2
CC(Sc1nnc2ccccn12)C(=O)Nc1ccc(Cl)cn1 (configuration not stated)	3	-1	-1	-8	0.0	i	-2	-0.5	-1.3	-5
CCN1CCN(CC(=O)Nc2ccc3c(c2)OCO3)C(=O)C1=O	6	-2	4	-3	-0.9	i	2	1.3	-1.6	8
Cc1ccc(OCCCn2c(=O)oc3ccccc32)cc1	-5	2	2	-5	-1.2	i	4	0.8	-0.7	2
Cc1ccc([N+](=O)[O-])cc1S(=O)(=O)n1ccnc1C	10	-1	-1	-1	0.0	i	-12	-1.0	-0.6	2
CCCCNCc1cc(OC)c(OCC(N)=O)cc1Br	4	-4	2	-3	-0.5	i	0	-0.9	0.4	-2
Cc1ccc(C2CC(c3cccc(C)c3)n3ncnc3N2)cc1 (configuration not stated)	8	3	0	2	0.5	i	-1	-0.6	-1.7	0
Cn1c(=O)c2c(ncn2CC(=O)OCC(=O)Nc2cc(Cl)ccc2Cl)n(C)c1=O	-1	0	2	-5	-0.1	i	0	0.0	-1.2	0
COc1ccc(OC)c(NC(=S)NCc2cccs2)c1	-2	-4	2	-8	-0.6	i	0	-0.2	-0.7	-1
CN(O)/C=C1\C(=O)Nc2ccccc21	5	1	-2	65*	-0.3	i	-8	3.4	-0.3	-2
O=C1NC(=O)C(CC(=O)N(Cc2cccs2)C2(C(=O)NC3CCCC3)CCCCC2)N1 (configuration not stated)	2	0	3	3	-1.0	i	-1	0.3	-0.5	-1

Ordered by formula weight (low to high): some entries from above
SMILES	NadD block	STEP inh	CSN deneddyl inh	Scp-1 inhibitor	TbMetRS inhib	Rpn11 block	SUMO1-SIM PPI	MsrA inhibitor	LMPTP block	DNMT1 inh
Clc1nc(NC2CCCCC2)c2cn[nH]c2n1	1	0	-3	-4	0.1	i	0	-0.3	-2.5	2
CCc1ccc(C(C)NC(=O)c2ccc(F)cc2)cc1 (configuration not stated)	-8	1	-6	-6	-2.7	i	3	-0.1	1.5	-1
Cc1ccc([N+](=O)[O-])cc1S(=O)(=O)n1ccnc1C	10	-1	-1	-1	0.0	i	-12	-1.0	-0.6	2

In the list so far, 9 contain a halogen:
SMILES	NadD block	STEP inh	CSN deneddyl inh	Scp-1 inhibitor	TbMetRS inhib	Rpn11 block	SUMO1-SIM PPI	MsrA inhibitor	LMPTP block	DNMT1 inh
CCc1ccc(C(C)NC(=O)c2ccc(F)cc2)cc1 (configuration not stated)	-8	1	-6	-6	-2.7	i	3	-0.1	1.5	-1
CC(C)(CC(=O)OCC(=O)Nc1ccccc1F)CC1=NS(=O)(=O)c2ccccc2N1	-10	-1	0	-6	-0.8	i	1	0.1	-0.5	3
CC(NC(=O)c1cc(-c2ccncc2)nc2ccc(Br)cc12)C1CCCO1 (configuration not stated)	3	-3	2	-2	-0.4	i	-10	1.4	-0.5	-3
Cc1cc2ccccn2c1C(=O)c1ccccc1Br	0	-1	-4	-12	0.3	i	-22	0.5	1.8	0
Clc1nc(NC2CCCCC2)c2cn[nH]c2n1	1	0	-3	-4	0.1	i	0	-0.3	-2.5	2
O=C(O)CSCC(=O)N1CCCN(c2nccc(C(F)(F)F)n2)CC1	-8	-2	2	-10	-0.8	i	-2	0.0	-1.6	4
CC(Sc1nnc2ccccn12)C(=O)Nc1ccc(Cl)cn1 (configuration not stated)	3	-1	-1	-8	0.0	i	-2	-0.5	-1.3	-5
CCCCNCc1cc(OC)c(OCC(N)=O)cc1Br	4	-4	2	-3	-0.5	i	0	-0.9	0.4	-2
Cn1c(=O)c2c(ncn2CC(=O)OCC(=O)Nc2cc(Cl)ccc2Cl)n(C)c1=O	-1	0	2	-5	-0.1	i	0	0.0	-1.2	0

(continued)
SMILES	NadD block	STEP inh	CSN deneddyl inh	Scp-1 inhibitor	TbMetRS inhib	Rpn11 block	SUMO1-SIM PPI	MsrA inhibitor	LMPTP block	DNMT1 inh
O=C(Nc1ccc(NC(=O)c2ccc(S(=O)(=O)c3ccccc3)cc2)cc1)c1ccccc1	16	-4	-3	-18	-0.5	i	-1	-1.1	-3.1	27
O=C(CSc1nnc(C2CC2)n1C1CC1)c1ccc(F)cc1	-1	0	-1	-6	-0.3	i	-5	0.0	-0.4	6
Cc1c(C(=O)NNc2c(Cl)cccc2Cl)n(C)oc1=O	2	0	3	-14	0.3	i	0	-1.2	-0.3	1
O=C(NCC(c1cccs1)N1CCOCC1)c1cc(S(=O)(=O)N2CCOCC2)ccc1Cl (configuration not stated)	-1	-1	-3	-3	-0.4	i	5	0.0	-1.5	-3
CN(C)CCN(C)C1CN(CCc2ccccc2)S(=O)(=O)C1 (configuration not stated)	-5	1	-1	.	0.0	i	7	1.3	-2.3	11
COc1cccc(OC)c1C(=O)Nc1ccc(NC(=O)c2ccco2)cc1	0	-14	-2	-2	-0.5	i	-1	-0.1	-1.1	-3
CCc1ccc(NC(=O)CO/N=C(\C)c2cc3ccccc3o2)cc1	-9	3	2	-6	0.2	i	-2	1.2	2.6	-2
O=C1C(Cc2ccc(Br)cc2)SC(=Nc2ccccc2)N1c1ccccc1 (configuration not stated)	-1	-1	-14	18	-1.2	i	-1	0.8	2.5	-1
O=S(=O)(c1ccccc1F)N1CCN(c2nc(-c3cccnc3)nc3ccccc23)CC1	5	3	1	8	0.1	i	-20	1.0	5.8	-2
Cc1nnc(NC(=O)c2cc3ccccc3o2)s1	2	-2	-3	-1	-0.5	i	-3	1.9	-0.8	-1
c1ccc2c(c1)ncc1cccn12	7	-1	2	-2	-1.6	i	-9	1.5	-0.6	2
COc1cc(C(=S)NCc2ccccc2)cc(Br)c1O	0	4	4	-13	0.6	i	27	2.0	2.1	-4
Cc1ccc(NC(=O)c2ccc(COc3ccccc3)o2)nc1	-3	-2	-1	-10	-0.5	i	-1	-0.2	0.6	0
CSCCC(NC(=O)COc1ccccc1)C(=O)N1CCCC(C(F)(F)F)C1 (configuration not stated)	-1	3	0	-7	-0.1	i	0	-0.9	0.0	0
O=C(NC1CCN(S(=O)(=O)c2ccccc2F)CC1)c1cccnc1	2	1	-2	-3	-0.6	i	-1	0.6	-1.1	-6
O=C(Cn1cnnn1)NCc1ccccc1	2	0	1	-4	-0.6	i	2	-1.6	-0.8	-1
Cc1ccc(OCCC(=O)Nc2ccc(F)c(Cl)c2)cc1	-15	0	-14	-7	-0.6	i	4	-0.7	1.0	9
CCOc1ccc2nc(NC(=O)C3CCCO3)sc2c1 (configuration not stated)	0	2	1	-5	0.2	i	0	2.0	0.3	-2
Cc1ccc(S(=O)(=O)NC(=O)C2(C)CCN2C(=O)C2CCCCC2)cc1 (configuration not stated)	-4	-1	4	.	0.7	i	1	0.1	-2.9	3
COc1cc(C2=Nc3ccc(Br)cc3C(c3ccccc3)N2CC(=O)NN)cc(OC)c1OC (configuration not stated)	5	-1	-1	-4	-0.8	i	-3	1.6	-0.1	1
CN(CC(=O)Nc1ccc(N2CCOCC2)cc1)CC(=O)Nc1ccccc1[N+](=O)[O-]	-1	-1	6	-11	0.6	i	-16	0.7	-2.6	-1
CCNc1ccc(S(=O)(=O)N(C)C)cc1NCC(=O)Nc1c(F)cccc1F	2	1	3	4	-1.0	i	-4	1.7	-0.6	0
FC(F)(F)c1ccccc1Cc1c(C2CCCCC2)nc2ccc(Br)cn12	-2	0	-1	.	0.0	i	3	0.6	2.5	2
COC(=O)c1ccc(NC(=O)C2CCN(S(C)(=O)=O)CC2)cc1	2	-1	-1	0	-0.7	i	-2	-0.1	-0.5	1
CN1CCc2c(sc(NC(=O)c3ccc([N+](=O)[O-])o3)c2C(N)=O)C1	5	2	-2	-7	-0.1	i	1	1.6	7.8	-5
